DT40 TDP1 CPT – DT40-hTDP1 cell growth loss with CPT; chicken DT40 Tdp1-/-;hTDP1 cells + 20 nM CPT, ATP luminescence, 48 h; Potency, µM (titrated, usually from 46.2 µM), inactives show top-dose activity change, negative = growth inhibition, hits mostly inhibitors; 420,000 compounds, 12% hits; further: nearly all actives have a fitted effect of over 55% in size
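Cell growth measured by CellTiter-Glo luminescence after a minimum 48 h, 37 C compound exposure with 20 nM CPT in Tdp1-knockout DT40 cells stably expressing hTDP1, seeded 400/well; qHTS titration format.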
GCN5L2 inh – blocks human GCN5L2 histone acetyltransferase. 390,000 compounds, 0.21% hits. Potency, µM (series often up to 58.9 µM), without a hit: top-dose activity change, negative = inhibition, actives largely listed as inhibitors. Q92830. AID 504327. GCN5L2 HAT assay, ThioGlo1 CoA-SH fluorescence
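ThioGlo1-coupled HAT assay: 20nM GCN5L2, 70uM acetyl-CoA, 75uM H3(1-25) peptide, pH 7.5. Fluorescence read at 340/540nm at start and after 20 min at room temperature.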
DT40 TDP1 no CPT – qHTS for Inhibitors of human tyrosyl-DNA phosphodiesterase 1 (TDP1): qHTS in cells in absence of CPT; Potency, µM (series often up to 46.2 µM), inactives show at the highest dose activity change, negative = growth inhibition, actives largely listed as inhibitors; AID 686978, 2013; DT40 Tdp1-/- hTDP1 cells, no CPT, ATP luminescence, 48 h; 420,000 compounds, 15% hits; further: nearly all actives have a fitted effect of over 55% in size
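A cellular qHTS used chicken DT40 cells lacking endogenous Tdp1 but carrying stably transfected human TDP1. Compounds were applied without camptothecin, and cell growth kinetics were judged by ATP-dependent luminescence after ≥48 hr.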
Starred values were filed as active, the others as inactive; ? = inconclusive; . = no result given. The call rests on the fitted dose curve; in most records, active means well fitted curve in the direction sought with a large enough effect; inconclusive means small, poorly fitted or top-dose-only effect, or another doubt; inactive means no such curve, though single readings can be large; an effect the other way counts as inactive or inconclusive. On the % scale 0 is the no-effect control and ±100 the full control effect; potency means the concentration at half of the fitted maximal effect. The order is random, and some 18% of all compounds hit somewhere here.

structure,DT40 TDP1 CPT,DT40 TDP1 no CPT,GCN5L2 inh
O=c1ccc(-c2ccc(S(=O)(=O)Nc3ccc(F)cc3)s2)n[nH]1,?,6.8%,-23.5%
CN(C(=O)CSc1nnc(COc2ccccc2F)n1N)C1CCCCC1,-3.0%,-2.5%,-5.8%
CCCCC(=O)Nc1ccc(OCc2cc(=O)n3c(C)csc3n2)cc1,?,?,-7.6%
O=C(O)C1=C[C@@H](c2ccccc2)C[C@@H](OCc2ccc(CO)cc2)O1,3.6%,-4.7%,1.3%
Cc1ccc(NC(=O)CC2SCCNC2=O)cc1Cl (centres undefined),-0.4%,1.9%,1.1%
CCCCCC(=O)Nc1ccc(-c2nnc3n2CCCCC3)cc1,-22.7%,12.1%,-17.9%
COc1ccc(OC)c(-c2csc(N(Cc3ccco3)C(=O)c3cccs3)n2)c1,?,?,-1.9%
CCOC(=O)Cc1cc(=O)n2[nH]cc(-c3ccc(Cl)cc3)c2n1,?,-18.4%,-6.4%
Cc1cc(NC(=O)CSCC(=O)Nc2ccccc2OC(F)F)no1,-8.4%,-20.3%,-9.3%
COc1ccc(CN(Cc2cccn2C)S(=O)(=O)c2cccc(C(F)(F)F)c2)cc1,18.4µM*,?,0.0%
CC(C)CNC(=O)CSc1nnc(CN2CCCCCC2=O)n1-c1ccccn1,-1.3%,9.2%,-1.8%
Cn1c(CNC(=O)CNC(=O)Cc2ccc(Cl)cc2)cc(=O)n(C)c1=O,-1.7%,13.2%,-9.3%
O=C(Nc1ccccc1)Nc1ccccc1C(=O)NCc1ccccc1,-27.9%,?,-1.5%
CCOC(=O)C1CCN(C(=O)c2ccc(Cl)c(NC3=NC4CS(=O)(=O)CC4S3)c2)CC1 (centres undefined),-2.6%,2.1%,1.1%
Cn1c(SCC(=O)NCc2cccs2)nnc1-c1cccs1,-1.8%,-8.0%,.
N/C(=N\OC(=O)c1ccc(=O)n(Cc2ccccc2)c1)c1ccccn1,?,?,-0.7%
Cc1cc(/C=C(\C#N)C(=O)O)c(C)n1-c1ccc(Br)cc1,-28.7%,3.6%,1.3%
CCCN(CCC)C(=S)NC(=O)c1ccc(-c2ccccc2)cc1,?,?,-7.5%
O=C(OCc1cc2ccccc2[nH]c1=O)c1cccnc1,-7.9%,-6.8%,-1.0%
COc1cc2ccccc2cc1C(=O)OCC(=O)N(C)c1c(N)n(Cc2ccccc2)c(=O)[nH]c1=O,?,?,-1.8%

Structures from the list above that have a halogen (9):
structure,DT40 TDP1 CPT,DT40 TDP1 no CPT,GCN5L2 inh
O=c1ccc(-c2ccc(S(=O)(=O)Nc3ccc(F)cc3)s2)n[nH]1,?,6.8%,-23.5%
CN(C(=O)CSc1nnc(COc2ccccc2F)n1N)C1CCCCC1,-3.0%,-2.5%,-5.8%
Cc1ccc(NC(=O)CC2SCCNC2=O)cc1Cl (centres undefined),-0.4%,1.9%,1.1%
CCOC(=O)Cc1cc(=O)n2[nH]cc(-c3ccc(Cl)cc3)c2n1,?,-18.4%,-6.4%
Cc1cc(NC(=O)CSCC(=O)Nc2ccccc2OC(F)F)no1,-8.4%,-20.3%,-9.3%
COc1ccc(CN(Cc2cccn2C)S(=O)(=O)c2cccc(C(F)(F)F)c2)cc1,18.4µM*,?,0.0%
Cn1c(CNC(=O)CNC(=O)Cc2ccc(Cl)cc2)cc(=O)n(C)c1=O,-1.7%,13.2%,-9.3%
CCOC(=O)C1CCN(C(=O)c2ccc(Cl)c(NC3=NC4CS(=O)(=O)CC4S3)c2)CC1 (centres undefined),-2.6%,2.1%,1.1%
Cc1cc(/C=C(\C#N)C(=O)O)c(C)n1-c1ccc(Br)cc1,-28.7%,3.6%,1.3%

Screening results as filed in PubChem.
